# Assay outcomes (PubChem BioAssay)
# NTMT1 inh: Primary qHTS for Inhibitors of N-terminal methyltransferase 1 (NTMT1): MTaseGlo Assay. N-terminal Xaa-Pro-Lys N-methyltransferase 1 (Homo sapiens), Q9BV86. NTMT1 MTase-Glo SAH luminescence, purified enzyme. Potency, µM (highest dose often 114 µM), for the others: at the highest dose activity change, negative = inhibition, usual class: inhibitors. 59,000 tested, 2.5% active. AID 1645870, 2021;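 also: potency is read from the fitted curve at half-maximal effect; plate controls were DMSO vehicle for no effect and no enzyme for full effect; nearly all actives have a fitted effect of over 65% in size; many of its hits are not listed in these tables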
# Target sequence (Q9BV86 whole entry, looked up): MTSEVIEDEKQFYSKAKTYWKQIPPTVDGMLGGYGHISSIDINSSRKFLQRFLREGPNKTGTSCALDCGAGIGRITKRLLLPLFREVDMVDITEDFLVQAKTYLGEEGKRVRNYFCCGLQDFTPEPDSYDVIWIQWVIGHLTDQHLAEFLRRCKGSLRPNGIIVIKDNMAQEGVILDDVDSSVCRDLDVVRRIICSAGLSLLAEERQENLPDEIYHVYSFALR
# B2AR arrestin ag: qHTS assay of beta-arrestin-biased ligands of beta2-adrenergic receptor: NCGC Sytravon Library Screen. HTLA Tango cells, beta-arrestin recruitment, luciferase luminescence, 18 h. Beta-2 adrenergic receptor (Homo sapiens), P07550. Potency, µM (top dose mostly 46.1 µM), for inactives: at the highest dose activation, most hits filed as activators. AID 1347077, 2019. 44,000 tested, under 10 active;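 also: potency is read from the fitted curve at half-maximal effect; 0% = DMSO and full agonism = EC100 isoproterenol or metaproterenol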
# Target sequence (P07550 whole entry, looked up): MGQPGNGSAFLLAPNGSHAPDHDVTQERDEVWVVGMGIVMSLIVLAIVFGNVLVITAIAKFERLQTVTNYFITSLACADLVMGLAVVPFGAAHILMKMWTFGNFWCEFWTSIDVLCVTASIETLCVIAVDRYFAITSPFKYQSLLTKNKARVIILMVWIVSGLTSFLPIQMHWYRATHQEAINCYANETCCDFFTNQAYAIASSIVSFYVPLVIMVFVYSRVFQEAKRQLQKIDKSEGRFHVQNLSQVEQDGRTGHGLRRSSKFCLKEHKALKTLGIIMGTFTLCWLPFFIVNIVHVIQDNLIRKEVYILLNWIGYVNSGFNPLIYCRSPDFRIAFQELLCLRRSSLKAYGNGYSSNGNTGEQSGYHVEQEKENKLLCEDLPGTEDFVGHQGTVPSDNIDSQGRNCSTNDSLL
#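 Ligand-induced beta-arrestin recruitment to recombinant beta2-AR is measured via a tTA-driven luciferase reporter in Tango cells after 18 hr compound exposure at 37 degrees C. Concentrations span up to 46 microM.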
# GALK inh: qHTS Assay for Inhibitors of Human Galactokinase (GALK): NCGC Sytravon Library Screen; 44,000 tested, under 10 active; Potency, µM (highest dose often 57.5 µM), for inactives: at the top dose activity, negative = inhibition, hits mostly inhibitors; recombinant GALK, Kinase-Glo ATP luminescence, 1 h; AID 1347072, 2019; P51570;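 also: plate controls were full GALK reaction for no effect and reaction lacking GALK for full effect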
#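 Luminescent ATP-depletion readout (Kinase-Glo Plus) after 1 h room-temperature incubation of human GALK (5 nM) with galactose 100 µM and ATP 35 µM, pH 8.0 HEPES/Mg2+ buffer; compounds tested in qHTS format.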
# TSG101-PTAP inh: qHTS Validation Assay for Inhibitors of HIV-1 Budding by Blocking the Interaction of PTAP/TSG101: Sytravon Library Screen; Fluorescence polarization, FITC-PTAP peptide/Tsg101, 20 min; Potency, µM (series often up to 115 µM), for the others: at the top dose activity change, negative = inhibition, usual class: inhibitors; 44,000 tested, under 10 active; AID 1347069, 2019; also: potency is read from the fitted curve at half-maximal effect; 0% is about no effect
# Target sequence (Q99816 whole entry, looked up): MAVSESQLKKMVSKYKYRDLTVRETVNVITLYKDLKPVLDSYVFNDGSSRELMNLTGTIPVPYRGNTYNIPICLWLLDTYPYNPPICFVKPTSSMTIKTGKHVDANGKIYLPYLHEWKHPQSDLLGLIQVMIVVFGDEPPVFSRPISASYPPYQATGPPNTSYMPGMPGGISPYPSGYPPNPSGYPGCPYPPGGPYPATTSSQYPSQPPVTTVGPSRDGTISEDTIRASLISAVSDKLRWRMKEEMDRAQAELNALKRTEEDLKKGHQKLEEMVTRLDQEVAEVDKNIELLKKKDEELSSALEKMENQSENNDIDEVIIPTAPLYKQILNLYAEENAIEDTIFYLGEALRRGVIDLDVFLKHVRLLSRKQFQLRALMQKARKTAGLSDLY
#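 Read-out is FITC fluorescence polarization. Compounds were added to Tsg101 binding domain (10 uM final), then FITC-PTAP peptide (50 nM final), 20 min at r.t. Total S+P intensity flags fluorescent compounds.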
# FH mod: Identification of activators of human fumarate hydratase by quantitative high-throughput screening | Fumarate hydratase, mitochondrial (Homo sapiens), P07954 | FH coupled MDH/diaphorase resazurin fluorescence, 15 min | Potency, µM (titrated, usually from 79.9 µM), for inactives: at the top dose activity change, negative = inhibition, most hits filed as inhibitors | 54,000 tested, 0.22% active; also: potency is read from the fitted curve at half-maximal effect; % is scaled to controls: 0 for no effect and ±100 for the full control effect; the screen sought activators but most active calls are inhibition curves; nearly all actives have a fitted effect of over 45% in size
# p53null 39C kill: qHTS Screen for Compounds that Selectively Target Cancer Cells with p53 Mutations: Cytotoxicity of p53 Null Cells at the Nonpermissive Temperature; H1299 p53-null (neo) cells, 39C, ATPlite viability, 24 h; Potency, µM (top dose mostly 46.1 µM), for the others: at the top dose activity, negative = cell killing, usual class: cytotoxic; 55,000 tested, 0.97% active;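 also: potency is read from the fitted curve at half-maximal effect; 0% = DMSO only and -100% = full killing by 100 µM tamoxifen; nearly all actives have a fitted effect of over 50% in size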
#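 Luminescent ATP signal reported cell survival after H1299 lines (neo, p53 null; or p53 A138V) received up to 46 uM compound and 24 hr incubation at 39C.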
# p53null 32C kill: qHTS Screen for Compounds that Selectively Target Cancer Cells with p53 Mutations: Cytotoxicity of p53 Null Cells at the Permissive Temperature; H1299-neo p53 null cells, ATP luminescence, 24 h, 32C; Potency, µM (highest dose often 46.1 µM), inactives show at the top dose activity change, negative = cytotoxicity, usual class: cytotoxic; 55,000 tested, 0.62% active; AID 903, 2007;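 also: potency is read from the fitted curve at half-maximal effect; 0% = DMSO only and -100% = full killing by 100 µM tamoxifen; nearly all actives have a fitted effect of over 55% in size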
#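 H1299-neo (p53 null) cells, 600/well, treated 24 h at 32C with compound up to 46 uM; ATPlite luminescence viability, normalized to DMSO and 100 uM tamoxifen; AC50 by Hill fit.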
# * marks the source's active call; other numbers are inactive results; ? = inconclusive; . = not tested or not shown; [ ] = another dose, or the depositor's remark. Calls follow the shape of the dose curve; as a rule, active = well fitted curve in the direction sought with a large enough effect; inconclusive = small, poorly fitted or top-dose-only effect, or another doubt; inactive = no such curve, though single readings can be large; an effect the other way counts as inactive or inconclusive. The list is partial (hit frequency here may not be typical).
SMILES,NTMT1 inh,B2AR arrestin ag,GALK inh,TSG101-PTAP inh,FH mod,p53null 39C kill,p53null 32C kill
CCOC(=O)c1c(NC(=O)c2ccc(S(=O)(=O)N3CCC(C)CC3)cc2)sc2c1CCN(C(C)C)C2,8.7%,0.4%,1.7%,59.3%[activator],-10.2%,21.1%,-0.5%
COc1cc(C2C(C(=O)OC(C)C)=C(C)N=C3SCCC(=O)N32)ccc1OCc1ccccc1 (stereo unspecified),3.9%,-0.2%,1.5%,-1.8%,-18.3%,6.8%,2.6%
Clc1cccc(N2CCN(c3nc4ccccc4n4cnnc34)CC2)c1,4.1%,0.8%,-11.6%,-2.6%,-14.6%,-7.9%,-8.0%
COc1ccc(CNC(=O)CN2C(=O)CC(c3ccc(C)c(C)c3)=Nc3ccccc32)cc1,-28.2%,-0.8%,0.8%,2.1%,-2.8%,-10.4%,-6.0%
CCN(CC)CCCNc1ncnc2c1cnn2-c1ccc(C)c(C)c1,-22.6%,-0.4%,-0.9%,-4.3%,-5.6%,-1.4%,2.3%
CCc1ccc(S(=O)(=O)c2nnn3c2nc(N2CCCC2)c2sccc23)cc1,-1.4%,2.4%,4.6%,2.4%,-17.0%,2.1%,-10.6%
CN(c1ccc(F)cc1)S(=O)(=O)N1CCCC(C(=O)NCc2cccc(Br)c2)C1 (stereo unspecified),3.9%,0.0%,1.2%,0.2%,-13.0%,?,5.5%
Cc1ccccc1NC(=O)CSc1nc2c(oc3ccccc32)c(=O)n1-c1ccccc1F,2.9%,-1.0%,-1.2%,1.6%,-9.6%,5.7%,6.3%
COc1ccc(S(=O)(=O)Nc2cc3c(cc2N2CCOCC2)n(C)c(=O)n3C)cc1,.,-0.6%,4.2%,-5.3%,.,-28.7%,-1.8%
O=C(c1cccn1-c1nnc(N2CCCC2)s1)N1CCN(c2ccccc2)CC1,-29.6%,-0.5%,0.3%,-0.9%,3.0%,-13.9%,-7.5%
CCOc1ccc(-c2noc(CSc3nnc(Cc4ccccc4)n3-c3cccc(C)c3)n2)cc1,8.9%,1.2%,-0.2%,-1.7%,-23.9%,97.4%[activator],?
O=C(NCc1ccc2c(c1)CCN2C(=O)c1ccc(F)cc1)c1c(F)cccc1F,1.5%,-1.4%,-6.6%,-3.3%,-10.2%,-9.4%,-13.3%
NC(=O)c1c(NC(=O)c2noc3c2CCCC3)sc2c1CCCC2,?,0.8%,-0.6%,-3.6%,0.7%,-11.3%,-0.1%
O=C(Cc1ccccc1)Nc1sc2c(c1C(=O)Nc1ccccc1Cl)CCCC2,89.1µM*,-1.8%,-1.9%,0.1%,5.2%,-7.7%,8.3%
Cc1cccc2c(=O)cc(CSCC(=O)Nc3ccc(Cl)cc3)[nH]c12,-7.2%,0.0%,-2.6%,1.0%,-5.5%,-43.0%,-18.3%
COc1ccc(C(=O)Nc2ccc3nc4c(c(Nc5ccc(OC)c(OC)c5)c3c2)CCCC4)c(OC)c1,-16.4%,-2.1%,1.3%,-0.2%,9.9%,2.6%,8.2%
O=S(=O)(c1ccc(-n2cnnn2)cc1)N1CCN(c2cccc(Cl)c2)CC1,12.6%,-1.3%,0.3%,1.2%,3.2%,2.8%,1.5%
CCOCCCN1C(=O)CN(C2CCCCCC2)C(=O)C1c1ccc(OCC)c(OC)c1 (stereo unspecified),47.0%[activator],-1.1%,-1.0%,-6.5%,-13.3%,3.1%,0.0%
COCCNC(=O)CSc1nc(-c2ccc(F)cc2)[nH]c1-c1ccc(Cl)cc1,5.7%,1.0%,-1.5%,0.1%,-18.3%,?,-0.8%
Cc1nc(SCc2ccc(Cl)cc2)c(C#N)c(C)c1Cl,2.7%,0.5%,0.6%,-11.7%,-9.2%,3.1%,4.1%
COc1ccc(OC)c(NC(=O)C2=C(C)C(=O)OC23CCN(C(C)C)CC3)c1,-0.7%,0.2%,-2.4%,0.1%,-13.6%,?,-4.9%
CC(=O)Nc1ccc(NS(=O)(=O)c2ccc(Cl)s2)cc1,1.0%,-1.4%,7.6%,-4.8%,-26.7%,18.7%,4.7%
COc1cccc(CNC(=O)C2CCCN(S(=O)(=O)N(C)c3ccc(F)cc3)C2)c1OC (stereo unspecified),2.0%,-0.5%,-0.5%,0.0%,3.0%,-12.3%,-3.5%
CCOC(=O)C1CCCN(S(=O)(=O)c2ccc3c(c2)N(C)C(=O)CC(=O)N3C)C1 (stereo unspecified),-21.4%,-2.0%,3.4%,0.0%,-24.6%,5.8%,-0.3%
COc1ccc(N2CCN(C(=O)c3cccn4c(=O)c5ccc(Cl)cc5nc34)CC2)cc1,-0.3%,-3.0%,-0.5%,5.3%,-21.5%,1.6%,0.4%

# Next part, starting with the last two of the part before.
SMILES,NTMT1 inh,B2AR arrestin ag,GALK inh,TSG101-PTAP inh,FH mod,p53null 39C kill,p53null 32C kill
CCOC(=O)C1CCCN(S(=O)(=O)c2ccc3c(c2)N(C)C(=O)CC(=O)N3C)C1 (stereo unspecified),-21.4%,-2.0%,3.4%,0.0%,-24.6%,5.8%,-0.3%
COc1ccc(N2CCN(C(=O)c3cccn4c(=O)c5ccc(Cl)cc5nc34)CC2)cc1,-0.3%,-3.0%,-0.5%,5.3%,-21.5%,1.6%,0.4%
Cc1cccc(C(c2sc3nc(-c4ccco4)nn3c2O)N2CCOCC2)c1 (stereo unspecified),6.1%,-0.8%,-6.3%,1.6%,-2.4%,4.0%,7.9%
Cc1cccc(NC(=O)c2sc3nc4c(cc3c2N)CCCCCC4)c1C,0.9%,0.5%,3.6%,4.1%,-28.1%,?,-2.6%
OCCN(CCO)c1ncnc2c1cnn2-c1ccc(F)cc1,6.6%,1.1%,0.4%,-14.1%,3.7%,9.6%,-23.4%
COc1ccc(Cn2c(CO)cnc2SCc2ccccc2)cc1,2.2%,-1.0%,-0.1%,-0.8%,4.4%,-13.1%,-7.0%
COc1cc2c(cc1OC)C(COc1ccc3c(C)cc(=O)oc3c1)N(C(=O)Cc1ccccc1)CC2 (stereo unspecified),-2.2%,1.0%,6.5%,1.5%,-14.3%,-23.3%,-5.7%
COc1ccc(CCNC(=O)c2ccc3c(c2)N(Cc2ccccc2C)C(=O)c2ccccc2S3)cc1OC,4.9%,-0.4%,-2.1%,-1.0%,-21.3%,13.9%,3.4%
CCc1cccc(NC(=O)CN(C)S(=O)(=O)c2ccc3[nH]c4c(c3c2)CCCC4)c1,-20.4%,-0.8%,3.0%,-1.0%,?,-24.3%,-4.6%
COc1cc(C(CC(=O)Nc2ccc(F)cc2F)N2Cc3ccccc3C2=O)cc(OC)c1OC (stereo unspecified),1.0%,0.0%,1.3%,-3.1%,6.2%,3.8%,1.4%
O=C(NC1CC(=O)N(c2cccc(F)c2)C1)c1ccc(Br)o1 (stereo unspecified),-1.7%,-3.5%,1.9%,-1.4%,5.8%,21.0%,0.2%
Cc1ccc(-c2nsc(NC(=O)c3oc4cc(C)c(Cl)cc4c3C)n2)cc1,4.9%,-0.2%,-4.5%,0.7%,-0.9%,-2.1%,-8.7%
COc1ccc(NC(=O)Cn2c(=O)oc3cc(Cl)ccc32)c(OC)c1,-1.4%,-0.6%,-0.6%,-0.4%,8.7%,7.5%,23.9%
CCN(CC)C(=O)c1ccc2c(c1)N(Cc1c(F)cccc1Cl)C(=O)c1ccccc1S2,2.3%,-0.3%,8.2%,-7.5%,-26.0%,58.6%,34.8%[activator]
O=C(Nc1noc2ccccc12)c1cccc(Cl)c1Cl,-4.9%,-0.1%,10.3%,-6.1%,-2.4%,?,-14.0%
CC(=O)c1ccc(NC(=O)COc2ccccc2-c2nc(-c3ccccc3)no2)cc1,?,-1.2%,2.0%,-3.5%,4.1%,-8.3%,-14.0%
COc1ccc(C(=O)c2cn(Cc3ccc(F)cc3)c3ccc(C)cc3c2=O)cc1,0.0%,-0.5%,0.1%,-6.5%,-24.3%,-10.8%,-4.4%
CC(=O)Nc1ccc2nc(SCc3ccccc3)sc2c1,4.0%,-3.7%,0.7%,-3.3%,?,-14.8%,-3.0%
O=C(Nc1ccc2oc(-c3cccc4c(Br)cccc34)nc2c1)c1cccc(Cl)c1,5.7%,-1.6%,1.8%,0.4%,-23.0%,-20.8%,-5.9%
c1ccc(CNc2nc3ccccc3c3nc(-c4ccccc4)nn23)cc1,-8.4%,0.1%,0.4%,0.3%,-13.7%,6.4%,-1.6%
Cc1ccc(Cn2cc(S(=O)(=O)c3cccc(C)c3)c(=O)c3cc(F)c(N4CCOCC4)cc32)cc1,17.7%,0.6%,3.1%,-11.5%,-6.3%,-19.6%,0.9%
COc1ccc(-n2nc3ccc(NC(=O)c4ccc(-c5cc(Cl)ccc5Cl)o4)cc3n2)cc1,11.6%,0.5%,-0.2%,0.4%,-3.7%,-3.4%,4.0%
CCOc1ccc(C2C(=O)N(C3CCCCCC3)CC(=O)N2CCC2=CCCCC2)cc1OC (stereo unspecified),.,-1.9%,0.4%,-2.1%,.,-18.6%,21.7%
CCC(=O)N1CCc2cc(Br)cc(S(=O)(=O)N3CCCC(C(=O)NCc4ccc(F)cc4)C3)c21 (stereo unspecified),5.8%,-2.2%,-1.9%,2.0%,-9.7%,-5.9%,6.1%
CC1CCCN(c2cc3c(cc2F)c(=O)c(S(=O)(=O)c2cccc(Cl)c2)cn3Cc2ccccc2)C1 (stereo unspecified),6.7%,1.6%,0.5%,-6.1%,-1.7%,-5.9%,-0.3%

# Quoted at random: 4 compounds from above
SMILES,NTMT1 inh,B2AR arrestin ag,GALK inh,TSG101-PTAP inh,FH mod,p53null 39C kill,p53null 32C kill
Cc1nc(SCc2ccc(Cl)cc2)c(C#N)c(C)c1Cl,2.7%,0.5%,0.6%,-11.7%,-9.2%,3.1%,4.1%
CCOC(=O)c1c(NC(=O)c2ccc(S(=O)(=O)N3CCC(C)CC3)cc2)sc2c1CCN(C(C)C)C2,8.7%,0.4%,1.7%,59.3%[activator],-10.2%,21.1%,-0.5%
CCOc1ccc(-c2noc(CSc3nnc(Cc4ccccc4)n3-c3cccc(C)c3)n2)cc1,8.9%,1.2%,-0.2%,-1.7%,-23.9%,97.4%[activator],?
COc1ccc(S(=O)(=O)Nc2cc3c(cc2N2CCOCC2)n(C)c(=O)n3C)cc1,.,-0.6%,4.2%,-5.3%,.,-28.7%,-1.8%
